Kir21 inh: inhibitors of mouse Kir2.1 inward-rectifier potassium channel; HEK293-Kir2.1, FluxOR thallium flux fluorescence; hits give low values; B-score at 10 µM; 310,000 compounds, 0.85% hits; Inward rectifier potassium channel 2 (Mus musculus), P35561;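 active = fluorescence ratio B-score at or below minus 3 SD of library scores, with starting-brightness B-score within 2 SD, cut at about -4.2 in these data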;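 note: channel flux triggered by added potassium and thallium sulfate stimulus; B-score of peak minus minimum fluorescence over baseline after thallium stimulus; more negative B-score means stronger Kir2.1 block with less thallium influx; some compounds called inactive have numbers as strong as hits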
Target sequence (P35561 whole entry, looked up): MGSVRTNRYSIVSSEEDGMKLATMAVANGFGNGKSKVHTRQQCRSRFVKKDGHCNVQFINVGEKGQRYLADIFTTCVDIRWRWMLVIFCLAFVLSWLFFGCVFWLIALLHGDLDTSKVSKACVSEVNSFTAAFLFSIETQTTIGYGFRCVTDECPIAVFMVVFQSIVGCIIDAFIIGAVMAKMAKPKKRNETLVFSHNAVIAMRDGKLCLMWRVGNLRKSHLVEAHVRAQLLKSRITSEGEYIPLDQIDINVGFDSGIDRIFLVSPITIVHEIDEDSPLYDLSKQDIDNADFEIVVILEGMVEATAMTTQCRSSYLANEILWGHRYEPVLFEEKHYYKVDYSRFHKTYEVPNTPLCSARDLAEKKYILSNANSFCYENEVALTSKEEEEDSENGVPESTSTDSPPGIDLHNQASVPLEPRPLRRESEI
STK33 inh: inhibitors of purified STK33 kinase, primary screen, biochemical, ADP-Glo luminescence, homogeneous, cell-free; inhibition, % at 10 µM; Serine/threonine-protein kinase 33 (Homo sapiens), Q9BYT3; 320,000 compounds, 0.073% hits; MBP phosphorylation; AID 2661, 2010;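 active = inhibition at or above 25%, using the most active replicate where run in duplicate; inactive = inhibition below 25%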
Target sequence (Q9BYT3 whole entry, looked up): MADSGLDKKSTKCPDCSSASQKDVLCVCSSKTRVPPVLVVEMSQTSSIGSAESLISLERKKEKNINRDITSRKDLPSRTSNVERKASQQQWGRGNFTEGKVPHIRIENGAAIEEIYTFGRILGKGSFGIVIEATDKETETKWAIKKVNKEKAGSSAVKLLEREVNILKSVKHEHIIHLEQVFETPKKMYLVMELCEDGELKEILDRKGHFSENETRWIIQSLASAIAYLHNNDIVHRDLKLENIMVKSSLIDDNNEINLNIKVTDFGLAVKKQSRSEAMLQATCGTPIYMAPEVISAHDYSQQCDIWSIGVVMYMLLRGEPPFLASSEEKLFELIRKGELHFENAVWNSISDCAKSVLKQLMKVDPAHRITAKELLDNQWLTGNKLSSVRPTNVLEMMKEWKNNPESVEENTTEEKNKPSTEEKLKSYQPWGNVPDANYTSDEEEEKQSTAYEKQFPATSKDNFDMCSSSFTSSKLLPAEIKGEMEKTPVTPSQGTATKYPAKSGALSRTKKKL
The depositor's hits bear a star; x = no result given.

SMILES	Kir21 inh	STK33 inh
CCO[C@H]1OC(C(=O)NC2CC2)=C[C@@H](c2ccc(C(F)(F)F)cc2)[C@@H]1CCCO	0.35	-0.8
CCCOC(=O)c1ccc(OC(=O)c2ccco2)cc1	-4.4*	1.5
O=C(CCC(=O)Nc1ccc(F)cc1)N/N=C/c1cc([N+](=O)[O-])ccc1O	1.1	-1.8
CC(C)CC(=O)N1CCC(O)(CS(=O)(=O)Cc2ccccc2)CC1	0.54	-0.3
CC12CCC(=O)N1C(C(=O)Nc1cc(S(=O)(=O)N3CCCCCC3)ccc1OCC(F)(F)F)CS2 (stereo not given)	-0.22	0.3
Cc1ccc(S(=O)(=O)N2CCCCC2)cc1C(=O)NC1CCCCC1	1.7	-2.0
Cc1ccc2c(COC(=O)c3ccccc3Cl)cc(=O)oc2c1	1.3	-0.6
COc1ccc(NC(=O)[C@@H](NS(=O)(=O)c2cccc(Cl)c2)C(C)C)cc1S(=O)(=O)N1CCOCC1	x	0.1
Cc1nn(-c2ccccc2)c(C)c1-c1cc(C(=O)N/N=C/c2ccc(O)cc2)[nH]n1	-0.35	-0.5
O=C(O)C1C2CCC(O2)C1C(=O)NCc1ccccc1Br (stereo not given)	0.48	-0.9
Cc1cc(/C=N/n2cnnc2)c(C)n1-c1cccc(C(=O)O)c1	-0.75	0.5
Cc1cc([N+](=O)[O-])nn1Cc1ccc(C(=O)N/N=C/c2ccc(O)cc2O)cc1	-1.6	-2.4
Cc1ccc(Cl)cc1NC(=S)NCCCSC1CCCCC1	-0.82	0.1
COc1c(C(=O)N2CCCC2)ccc2ccccc12	0.22	-0.1
Cc1cc(C(F)(F)F)c2c(=O)[nH]c(=O)n(Cc3ccccc3)c2n1	0.09	0.5
O=C(COC(=O)c1ccccc1Cl)Nc1ccc2[nH]c(=O)[nH]c2c1	-0.59	-1.0
Cc1ccc(C(=O)CSc2nc3cc(S(=O)(=O)N4CCOCC4)ccc3o2)cc1	-0.37	-2.2
O=C(c1cnsn1)N1CCN(c2ccccn2)CC1	-0.41	-2.0
COc1ccc(NC(=O)c2cc3ccccc3cc2OC)cc1OC	1	1.1
O=C(Cc1csc(Nc2nc(=S)[nH]c3ccccc23)n1)NCc1cccc(Cl)c1	x	1.0
CC1CCCN(Cc2csc(N)n2)C1 (stereo not given)	0.28	-2.5
CCOC(=O)c1c(C)[nH]c(C)c1S(=O)(=O)NCC1CCN(Cc2cccc(Cl)c2)CC1	-1.1	-0.1
CSc1ncccc1C(=O)OCCCC(=O)c1ccc(F)cc1	x	2.0
COc1ccc(NC(=O)CSc2ccc(-c3cccnc3)nn2)c(OC)c1	0	-0.2

Exported field by field: entries from further up.
> CCOC(=O)c1c(C)[nH]c(C)c1S(=O)(=O)NCC1CCN(Cc2cccc(Cl)c2)CC1
  Kir21 inh: -1.1	STK33 inh: -0.1

> CSc1ncccc1C(=O)OCCCC(=O)c1ccc(F)cc1
  Kir21 inh: x	STK33 inh: 2.0

> COc1ccc(NC(=O)c2cc3ccccc3cc2OC)cc1OC
  Kir21 inh: 1	STK33 inh: 1.1

> COc1ccc(NC(=O)CSc2ccc(-c3cccnc3)nn2)c(OC)c1
  Kir21 inh: 0	STK33 inh: -0.2

(listing goes on)
SMILES	Kir21 inh	STK33 inh
O=C(Nc1cccc(Cl)c1Cl)c1snnc1-c1ccccc1	-2.1	1.5
CCOC(=O)Nc1ccc(C(=O)c2ccncc2)cc1	0.45	-0.7
Cc1occc1C(=O)NCc1cccs1	0.26	-4.0
Cc1cc(O)ccc1N1C(=O)c2cccc3cc([N+](=O)[O-])cc(c23)C1=O	-0.59	0.3
O=c1[nH]c(SCc2ccccc2Cl)nc2[nH]ncc12	0.52	0.2
O=C(CNS(=O)(=O)c1ccc(C(=O)N2CCOCC2)cc1)N1CCOCC1	-1.4	-0.4
O=[N+]([O-])c1ccc2c(c1)C(N1CCOCC1)/C(=C/COc1ccc(F)cc1)O2 (stereo not given)	0.16	-1.3
COc1ccc(N2C(=O)CCC(C(=O)O)C2c2ccc(F)cc2)cc1 (stereo not given)	1.7	0.2
Cc1csc(NC(=O)CSc2nnc(C)s2)n1	1.1	-2.8
O=C(O)CSc1ncnc2c1oc1ccccc12	-0.19	2.6
CN(Cc1ccccc1)C(=O)c1cccc(NC(=O)Cc2cccc([N+](=O)[O-])c2)c1	x	0.4
COc1cc(C(=O)OCC(=O)NC(=O)C2CCCCC2)ccc1OC(F)F	0.01	-0.7
O=C(NCCO)c1ccc2nc(-c3ccco3)c(-c3ccco3)nc2c1	0.4	2.3
Cc1ccsc1/C=N/NC(=O)CNC(=O)c1ccc(S(=O)(=O)N(C)C)cc1	0.22	-0.3
CC(C)C[C@H](NC(=O)OC(C)(C)C)C(=O)N[C@@H](CO)[C@H](O)[C@@H]1C[C@@H]1C(=O)NC1CC1	-2	-1.1
CC(NC(=O)C(C)N1CCN(Cc2ccccc2)CC1)c1ccc(F)cc1 (stereo not given)	0.89	-1.4
C=C(CO)C1Cc2cc(C(C)=O)ccc2O1 (stereo not given)	-0.04	-0.5
COc1ccc(CCNC(=O)Cn2c(=O)n(CC3CCCO3)c(=O)c3cc(OC)c(OC)cc32)cc1OC (stereo not given)	0.46	-1.2
Cc1cccc(CSc2ncc(CO)n2C)c1	-1.1	1.0
CCc1ccccc1Nc1nc(N)nc(CSCC(=O)c2cc(C)n(C)c2C)n1	-0.64	0.2
Cc1cccc(-n2nc([N+](=O)[O-])c(=NC3CCN(Cc4ccccc4)CC3)n2O)c1	-0.9	-0.4
COc1ccc(-c2csc(NC(=O)Cn3nc(C)cc3C)n2)cc1	1.1	-1.3
NC12CC3CC(C1)CC(O)(C3)C2	-1.5	-0.6
COc1ccc(CCN2CC(C(=O)N3CCN(C(C)=O)CC3)CCC2=O)cc1 (stereo not given)	1.2	-2.7
Cc1ccc(C)c(OCCC(=O)Nc2cccc(S(=O)(=O)NC3=NCCCCC3)c2)c1	x	-0.7
COc1ccc(CCNC(=O)CN(c2ccccc2OC)S(=O)(=O)c2ccc(C)cc2)cc1	-1.5	-0.4
CC(=O)Nc1ccc(NC(=O)C(C)n2c3ccccc3c3nc(=O)cc(C)n32)cc1 (stereo not given)	-0.59	0.0
O=C(O)Cc1ccc(NS(=O)(=O)c2ccccc2Br)cc1	1.4	5.6
CCc1cc(OCCN2C(=O)NC(C)(C)C2=O)ccc1Cl	-1.4	-0.7
CCNC(=O)C(=O)NCc1ccncc1	1.3	-0.2
CCOc1ccc(OCC)c(NS(=O)(=O)c2ccc3c(c2)CCN3C(=O)C2CCC2)c1	0.83	-1.2
Cc1cccc(NC(=S)N(CCN(C)C)Cc2cc3cc(C)cc(C)c3[nH]c2=O)c1	1.2	-2.6
O=C(Nc1cccc(NC(=O)c2ncn[nH]2)c1)c1cccc(Cl)c1	-0.07	-1.0
CCCNC(=O)Cc1c(OC)ccc2cc(Br)ccc12	0.39	-1.1
C=CCN1C(=O)C2(OCCCO2)c2cccc(Cl)c21	-0.63	0.6
COC(=O)Nc1nnc(Cc2ccc(OC)cc2)s1	0.27	-0.5
COc1cc(-c2ccc3c(=O)c4ccccc4n(C)c3c2)cc(OC)c1OC	1.3	2.7
COC(=O)CNC(=O)c1cccc(F)c1	-2	1.2
CCOC(=O)c1sc(NC(=O)CCN2C(=O)C3CCCCC3C2=O)cc1C (stereo not given)	x	0.1
COc1cccc(-c2nc(CS(=O)(=O)CC(=O)NC3CCCC3)c(C)o2)c1	0.35	-0.7
Cc1c(CCOC(=O)C2C3CC4CC(C3)CC2C4)sc[n+]1CC(=O)c1ccc(Br)cc1 (stereo not given)	-1.4	-0.2
CS(=O)(=O)c1ccccc1C(=O)Nc1ccc(-c2nc3ccccc3o2)cc1	0.98	0.7
CC(C)CNC(=O)C(=O)NNC(=O)C1CCCCC1	-1.2	-0.3
Cc1ccccc1C(=O)Nc1cc(NC(=O)c2ccccc2C)cc(C(=O)O)c1	0.2	-1.2
CN1C(=O)Cc2cc(S(=O)(=O)NCCc3ccc(Cl)cc3)ccc21	-0.76	-1.5
CCC(=O)N(CC)Cc1cc(=O)[nH]c2ccccc12	0.16	-0.2
O=C(CN(c1ccccc1)S(=O)(=O)c1ccc(F)cc1)N1CCCCCC1	-1.2	0.2
COC(=O)c1cc(Br)c(=O)n(Cc2ccc3c(c2)OCO3)c1	0.79	-2.1
N=c1oc2ccc3ccccc3c2cc1-c1nc(-c2ccccc2)cs1	-1.6	-1.4
COc1ccc(C(=O)OCn2nnc3ccccc3c2=O)cc1	-0.1	0.3
CCN(CC)C(=O)c1ccc(O)c(OC)c1	2	-0.9
COc1ccc(NC(=O)CSc2ccccc2)c(OC)c1	-1.8	0.9
O=C(N/N=C/c1ccccc1)c1[nH]ncc1Br	-0.02	0.6
COc1cccc(N2CCN(c3ccc(S(=O)(=O)N4CCN(C)CC4)cc3[N+](=O)[O-])CC2)c1	x	-3.0
Cn1c(CN(O)S(=O)(=O)c2ccc(Cl)cc2)nnc1C(F)(F)F	-0.05	-0.1
CCCC(C)NC(=O)Cn1c(=O)c2c(ncn2CCC(C)C)n(Cc2ccccc2)c1=O (stereo not given)	-0.11	-1.0

(more compounds)
SMILES	Kir21 inh	STK33 inh
O=C(O)COCC(=O)Nc1cc(C(F)(F)F)cc(C(F)(F)F)c1	0.77	-1.9
COc1ccc2c(CCNC(=O)c3ccc([N+](=O)[O-])cc3)c[nH]c2c1	-0.08	-2.0
Cc1nc2ccccc2n1Cc1ccc(Br)cc1	0.43	-0.4
CCOc1ccccc1OCCCC(=O)ON=C(N)c1ccccc1	x	-0.1
CC1(OC(=O)C2CCCC2)C(=O)C=C2C=C(c3ccsc3)N(CCCCO)C=C2C1=O (stereo not given)	0.24	-0.2
Cc1cccnc1Nc1ncnc(N)c1[N+](=O)[O-]	-0.19	1.5
Cc1cc(C)n(/N=C/c2ccc(C(C)C)cc2)c(=O)c1C#N	0.05	-0.8
CCNc1nc2c(c(=O)n(C)c(=O)n2C)n1Cc1ccc(Cl)cc1	0.08	-0.5
COc1cc(CNC(=O)c2nc(Cn3nc(C)c(Br)c3C)no2)cc(OC)c1	-0.8	-2.4
O=C(NN=C1CCCC1)c1ccccc1O	-2.5	-2.3
O=C(Nc1cc(=O)[nH]c2ncnn12)c1ccccc1F	-0.41	-0.4
COC(=O)c1cccc(N2C(=O)C(Cl)=C(N3CCOCC3)C2=O)c1	0.99	-1.1
COc1ccc(C2CC(c3cccc(C)c3)n3nc(N)nc3N2)cc1 (stereo not given)	0.05	-0.8
COc1ccc(S(=O)(=O)N2CCOCC2)cc1NC(=O)CN1CCCCCC1	-0.02	-0.9
COc1ccc(/C=N/c2nc3ccccc3n2C)cc1OC	0.09	-1.4
CCN1C(=NCCOC)N[C@@H](CCc2ccccc2)[C@H](C(=O)OC)[C@H]1C	0.34	-1.1
CC(C)c1nc2sc3c(NCc4ccco4)ncnc3c2c2c1COC(C)(C)C2	-0.39	-0.2
Cc1cc(C)nc(/N=C(\N)Nc2ccc(CC(=O)OC(C)C)cc2)n1	-2.8	0.2
COc1cc(CN2CCC(Cc3ccccc3)CC2)cc([N+](=O)[O-])c1O	0.04	1.2
COc1cccc(NC(=O)c2nn(C)c(C(=O)Nc3cccc(OC)c3)c2[N+](=O)[O-])c1	2.2	1.2
COc1ccc(C(CNC(=O)c2cc(S(=O)(=O)N3CCCC3)ccc2Cl)N2CCCC2)cc1 (stereo not given)	x	-0.4
COCCCn1c(-c2ccco2)nc2ccccc2c1=O	-0.45	-0.4
CCOc1cc(/C=N/NC(=O)c2nn(C)cc2Br)ccc1OCc1ccccc1Cl	0.26	-1.5
CCOc1ccc(C(=O)Cn2cnc3ccccc3c2=O)cc1	0.03	-0.4
O=S1(=O)NC(=NCC(c2ccco2)N2CCCCC2)c2ccccc21 (stereo not given)	-0.84	1.3
CCOC(=O)[C@H]1[C@H]2COc3cc(OC)ccc3[C@@H]2N2C(=O)N(c3ccc(Cl)cc3)C(=O)[C@@]12C	1.3	-1.8
Cc1ccc(CNC(=O)c2cc(-c3cc(C)cc(C)c3O)n[nH]2)cc1	0.02	-0.8
COc1ccc2oc(C(=O)OCC(=O)N(Cc3ccccc3)C(C)(C)C)c(C)c2c1	-0.55	-0.4
O=C(/C=C/c1ccccc1)c1c[nH]c2ccccc12	0	-0.1
CC(C)Oc1ccc(CC2CC(=O)NC2=O)cc1 (stereo not given)	1.1	-0.4
COc1cccc(NC(=O)C(Sc2nc3ccccc3c(=O)n2CC(C)C)c2ccccc2)c1 (stereo not given)	-0.73	-1.1
NS(=O)(=O)c1ccc2ccccc2c1	-0.4	0.4
Cc1cc(C)n(-c2cc(N3CCN(C(=O)c4cccc(Br)c4)CC3)ccc2[N+](=O)[O-])n1	3.1	-0.6
COCCNC(=O)CSc1ccccc1C(=O)NC1CCSc2ccccc21 (stereo not given)	0.8	0.2
CNc1snc(C)c1C(=O)OC(C)C(=O)Nc1cccc(OC)c1 (stereo not given)	x	0.7
O=C(CCl)Nc1cccc(CP(=O)(c2ccccc2)c2ccccc2)c1	-0.47	1.1

Compound activity from PubChem BioAssay.
